# GPR151 activ: activators of human GPR151; Q8TDV0; PathHunter beta-arrestin GPR151 cells, luminescence; activation, % at 11.2 µM; actives 1% (n = 650,000); in the data active = activation above about 4.9%;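 note: 0% = median of compound wells and 100% = cells with positive control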
# Target sequence (Q8TDV0 whole entry, looked up): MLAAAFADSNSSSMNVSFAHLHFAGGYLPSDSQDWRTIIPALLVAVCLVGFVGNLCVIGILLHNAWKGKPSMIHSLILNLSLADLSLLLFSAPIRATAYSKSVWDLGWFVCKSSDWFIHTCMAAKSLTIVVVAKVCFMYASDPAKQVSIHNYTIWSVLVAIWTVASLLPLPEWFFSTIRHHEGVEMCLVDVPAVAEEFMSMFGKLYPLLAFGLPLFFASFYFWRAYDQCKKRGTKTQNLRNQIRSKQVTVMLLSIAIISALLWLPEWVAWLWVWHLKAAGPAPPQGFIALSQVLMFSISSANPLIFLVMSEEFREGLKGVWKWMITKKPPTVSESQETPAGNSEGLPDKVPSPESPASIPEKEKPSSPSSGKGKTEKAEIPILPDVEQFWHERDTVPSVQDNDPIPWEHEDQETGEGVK
# MITF primary: blocks human microphthalmia-associated transcription factor; AlphaScreen MITF homodimerization, bead proximity signal; inhibition, % at 2.6 µM; actives 0.91% (n = 650,000); in the data active = inhibition above about 50%;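 note: 0% = vehicle wells with protein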
# Target sequence (O75030 whole entry, looked up): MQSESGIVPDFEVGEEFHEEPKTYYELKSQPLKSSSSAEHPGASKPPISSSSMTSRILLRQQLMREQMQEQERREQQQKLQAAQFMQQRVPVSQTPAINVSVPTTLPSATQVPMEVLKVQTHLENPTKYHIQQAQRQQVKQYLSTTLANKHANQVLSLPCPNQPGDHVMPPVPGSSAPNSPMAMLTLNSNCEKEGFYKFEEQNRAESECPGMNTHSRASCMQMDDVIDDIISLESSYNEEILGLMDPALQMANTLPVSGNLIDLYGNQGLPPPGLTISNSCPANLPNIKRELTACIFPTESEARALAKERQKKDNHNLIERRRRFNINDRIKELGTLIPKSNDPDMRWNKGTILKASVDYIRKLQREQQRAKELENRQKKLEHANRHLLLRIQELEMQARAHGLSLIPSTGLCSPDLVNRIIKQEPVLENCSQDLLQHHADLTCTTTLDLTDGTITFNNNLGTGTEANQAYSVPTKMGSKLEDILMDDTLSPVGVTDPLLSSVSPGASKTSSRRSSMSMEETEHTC
# FBW7 act: human FBW7 E3 ligase activation, primary screen | Q969H0 | AlphaScreen FBW7–phospho-cyclin E peptide binding, activator screen | normalized activity (activation), % at 26.1 µM | actives 0.13% (n = 650,000) | AID 1259310; in the data active = normalized activity above about 1.9%;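 note: purified mutant Fbw7 with reduced substrate affinity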
# TEAD-YAP block: TEAD-YAP interaction inhibition; inhibition, % at 9.12 µM; actives 1.4% (n = 640,000); AID 1259422; HEK-TIYL cells, TEAD-Gal4/YAP UAS-luciferase luminescence; in the data active = inhibition above about 32%;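 note: 0% = median of test compound wells and 100% = reference inhibitor wells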
# * = called active by the depositor; & = joins results of further samples.
SMILES,GPR151 activ,MITF primary,FBW7 act,TEAD-YAP block
O=C(Oc1ccc(/C=C/c2ccncc2)cc1)c1ccco1,-4.9,8.5,0.1,35.1*
CCOc1ccc(-c2nc(CSc3n[nH]c(N)n3)cs2)cc1,-0.8,4.4,-0.2,-55.6
O=C(c1nc2ccccc2s1)N(Cc1ccccn1)c1nc2ccccc2s1,-4.5,2.6,-0.1,28.3
CC(O)CNCc1ccc(OCc2ccccc2)cc1 (configuration not stated),-1.7,20.0,0.1,-29.6
COc1ccc(NC(=O)Cn2nc([N+](=O)[O-])c(Cl)c2C)cc1OC,0.3,7.3,-0.1,1.9
CC(C)(C)NC(=O)C(c1cccnc1)N(C(=O)c1csnn1)c1ccc(F)cc1 (configuration not stated),-0.6,20.1,0.2,4.5
COc1ccccc1CNS(=O)(=O)c1ccc(F)c(C(=O)Nc2ccc(C)c(C)c2)c1,3.5,6.4,-0.1,-1.9
Cc1ccc(NC(=O)c2cc3ccccc3oc2=O)nc1,0.5,-2.5,-0.1,-35.6
COc1ccc2oc(=O)c(-c3nnc(-c4cccc(Cl)c4)o3)cc2c1,-0.8,-9.1,-0.1,-10.2
COc1cccc(OC)c1C(=O)N1CCN(S(C)(=O)=O)CC1,-0.2,1.8,-0.3,2.8
COc1ccc(NC(=O)Nc2nnc(COc3ccc(C)c(C)c3)s2)cc1,0.3,19.6,0.1,3.0
CN(CCc1ccccn1)C1CCc2c(sc3ncn(C4CCCC4)c(=O)c23)C1 (configuration not stated),-0.4,-5.5,-0.2,10.4
O=c1[nH]c(=O)n(-c2ccc(Cl)cc2)c(O)c1C=Nc1ccccc1Br,0.2,3.6,-0.1,5.4
CCS(=O)(=O)c1ccc(NC(=O)c2ccccc2Cl)c(O)c1,1.0,25.3,-0.1,-2.7
O=C(c1cc2cc(Cl)cc(Cl)c2oc1=O)N1CCOCC1,-0.9,-1.7,-0.2,-4.2
CCOc1ccc(S(=O)(=O)N(CC(=O)NCCCOC)c2ccccc2)cc1,0.1,1.1,0.3,-1.4
COc1ccc(Nc2ncnc3ccccc23)cc1Cl,-1.7,-5.5,-0.1,-42.3
O=C1CN(c2ccccc2C(F)(F)F)C(=O)CN1c1ccccc1C(F)(F)F,2.0,5.0,0.0,2.1
CC(NC(=O)c1ccccc1NS(=O)(=O)c1ccc([N+](=O)[O-])cc1)c1ccccc1 (configuration not stated),3.8,-1.0,0.0,10.0
CN(C)CCN(C)CC(c1ccccc1)c1ccccc1,0.9,44.6,-0.4,0.1

# A draw from above in order of length of the SMILES, smallest number first.
SMILES,GPR151 activ,MITF primary,FBW7 act,TEAD-YAP block
CC(O)CNCc1ccc(OCc2ccccc2)cc1 (configuration not stated),-1.7,20.0,0.1,-29.6
Cc1ccc(NC(=O)c2cc3ccccc3oc2=O)nc1,0.5,-2.5,-0.1,-35.6
CCS(=O)(=O)c1ccc(NC(=O)c2ccccc2Cl)c(O)c1,1.0,25.3,-0.1,-2.7
COc1ccc2oc(=O)c(-c3nnc(-c4cccc(Cl)c4)o3)cc2c1,-0.8,-9.1,-0.1,-10.2

# Going on with the list.
SMILES,GPR151 activ,MITF primary,FBW7 act,TEAD-YAP block
C=CCn1c(=O)c(C(=O)Nc2ccc(OC)cc2)c(O)c2ccccc21,1.2,5.2,0.0,-21.0
O=C(NCCCN1CCCC1=O)c1cc2c(s1)-c1ccccc1S(=O)(=O)C2,3.4,0.9,0.0,1.2
CC(=O)c1ccc(N2CCN(C(=O)Cn3c(=S)[nH]c4ncccc4c3=O)CC2)cc1,-0.4,-6.8,0.0,4.9
CC(=O)c1ccc(NC(=O)c2cc(S(=O)(=O)N3CCCCC3)c(Cl)cc2Cl)cc1,2.4,12.9,0.3,-5.2
C=CCn1c(SCC(=O)Nc2ccccc2[N+](=O)[O-])nc2sc3c(c2c1=O)CCCC3,-0.8,7.3,0.0,2.3
O=C(NC1CCCC1)c1nnc2n(c1=O)CCN2c1ccccc1,0.1,-4.4,0.0,-2.2
CCN(CC)C(=O)c1cc(-c2ccc(Cl)c(Cl)c2)on1,1.2,-6.8,-0.1,-58.5
CCCCC(=O)NC(Nc1sc2c(c1C(=O)OC)CCCC2)(C(F)(F)F)C(F)(F)F,0.6,-6.7,-0.2,0.2
O=C(c1ccc2c(=O)n(-c3ccc(F)cc3)c(=S)[nH]c2c1)N1CCc2ccccc2C1,0.7,8.8,0.0,-1.8
CCCCCn1c(SCc2cccc(Cl)c2)nc2cc(C(=O)N3CCN(C)CC3)ccc2c1=O,-0.6,6.0,0.0,-3.5
Cc1nn(C(C)C(=O)NCCCN2CCCC2=O)c(=O)c2c1sc1ccccc12 (configuration not stated),0.1,9.6,0.3,0.9
Cc1ccc(Cn2c(=O)c3c(nc(NCCO)n3C)n(C)c2=O)cc1,-0.5,8.3,0.1,-5.3
CCOc1ccc(/C=C/c2nc(C#N)c(N3CCN(C(=O)c4ccccc4F)CC3)o2)cc1,0.5,10.5,0.0,9.6
COc1cccc(OCC(=O)Nc2cc(OC)c(OC)cc2C(=O)O)c1,0.6,-6.8,0.0,3.0
Cc1ccccc1NC(=O)C1CCCN1C(=O)NC1CCCCC1 (configuration not stated),0.0,7.8,0.0,0.1
CCOC(=O)N1CCN(S(=O)(=O)c2ccc(C(=O)Nc3ccc(Cl)cc3)cc2)CC1,0.8,-19.3,-0.1,-8.7
O=C(NNC(=S)Nc1ccc([N+](=O)[O-])cc1)c1ccccc1F,1.2,-1.8,-0.2,-56.5
COc1ccc(-c2nc(C3CCCCC3)no2)cc1OC,-0.8,-0.7,0.1,-80.4
O=C1COc2ccc(C(=O)COC(=O)COc3ccc(Cl)cc3)cc2N1,0.7,7.3,0.0,10.0
NC1=NCC(O)=C1c1nc2ccccc2s1,0.0,19.4,0.5,-2.4
CC(C)C[C@H]1NC(=O)[C@@H]2C[C@H](NC(=O)Nc3ccc(Cl)cc3Cl)CN2C1=O,-0.3,2.5,0.8,4.5
COc1cc2c(cc1OC)C(c1ccccc1)=NC(C)(C)C2,0.0,14.8,0.1,-7.6
COc1ccccc1-n1nnnc1SCc1ccc(C#N)cc1,-1.5,1.8,-0.1,0.0
Cc1ccc2c(c1)NC(=O)c1cc(NC(=O)C3CCCC3)ccc1O2,-1.0,6.2,0.0,6.3
CC(=O)c1cccc(-c2cc(NCc3nc4ccccc4[nH]3)nc(N)n2)c1,-1.4,-3.2,0.0,-7.4
Cc1cc(C)cc(NC(=O)c2ccc(Cl)c(Cl)c2)c1,5.4*,-13.8,-0.1,-11.3
c1ccc(-c2noc(CN3CCN(C4C5CC6CC(C5)CC4C6)CC3)n2)nc1 (configuration not stated),3.0,20.7,0.7,3.5
Cc1c(C(=O)N2CCCCCC2)sc2ncn(CC(=O)N3CCOCC3)c(=O)c12,-0.8,8.7,0.0,-3.9
COC(=O)C1=CN(Cc2ccc(Cl)cc2)C=C(C(=O)OC)C1c1cccc(Cl)c1,2.8,0.4,0.4,0.7
CCOc1ccc(/C=N/OC(=O)c2cccc([N+](=O)[O-])c2)cc1,-0.4,9.4,0.2,2.9
CCSCCOC(=O)C1=C(C)NC2=C(C(=O)CCC2)C1c1ccc(N(C)C)cc1 (configuration not stated),-0.4&2.2,10.1&18.0,0.2&-0.1,15.2&11.2
O=C(Nc1ccc(C(=O)N2CCCC2)cc1)c1ccccc1F,-8.7,8.1,-0.1,19.6
CCOC(=O)C1=C(C)N=c2s/c(=C\c3cccc(OCc4cccc5ccccc45)c3)c(=O)n2C1c1cc(OC)ccc1OC (configuration not stated),1.6,6.2,0.1,0.8
Cc1cc(C=C2C(=O)c3ccccc3C2=O)c(C)n1-c1cc(C(=O)O)cc(C(=O)O)c1,0.6,63.6*,-0.4,-0.4
CCn1c(=O)n(-c2ccccc2)c(=O)c2c3c(sc21)CN(C(C)=O)CC3,0.5,-0.1,0.7,2.5
COc1ccc(C(=O)NC(=S)Nc2ccc(NC(=O)c3ccco3)cc2)cc1[N+](=O)[O-],0.0,5.3,0.4,3.3
Fc1ccccc1-n1nnnc1SCc1ccccc1Cl,-0.3,14.1,0.8,-5.2
COCCNC(=O)c1nnc(Cc2ccc(OC)c(OC)c2)o1,0.0,1.4,-0.3,0.9
Cc1cc(NCCOc2ccccc2)nc(Nc2cnccn2)n1,0.5,-0.1,0.2,-10.3
Cc1cccc(C)c1OCC(=O)NNC(=O)CSc1nc2ccccc2o1,1.2,-70.4,-0.2,6.7
COc1ccc(C(=O)COC(=O)CCC(=O)N(c2ccccc2)c2ccccc2)cc1,-1.4,10.5,0.0,10.3
O=C(CCC1(Cc2cccs2)CCC(=O)N1)NCC1CCCN(c2ncccn2)C1 (configuration not stated),-1.9,0.1,0.1,7.6
O=C(O)c1nccnc1C(=O)Nc1ccc(Cl)c(Cl)c1,-4.3,11.8,1.1,3.4
CCc1cccc(CC)c1NC(N)=S,1.5,-1.5,-0.1,4.0
CCOC(=O)C1=C(O)/C(=C/c2ccc(OC)cc2)SC1=Nc1ccc(Cl)cc1,-0.3,-3.8,0.2,-5.8
O=C(NCCc1ccccc1)C1CCC(Cn2c(SCc3cc(=O)n4ccccc4n3)nc3ccccc3c2=O)CC1 (configuration not stated),0.4,-3.1,0.0,1.4
O=C(c1ccoc1)N1CCC[C@@H]2CN(CCCc3ccccc3)CC[C@@H]21,-1.4,11.5,0.2,5.8
OC1CCN(c2ccnc3c(-c4ccc(Cl)cc4)cnn23)CC1,-0.2,-16.1,-0.3,-50.4
COc1ccc(Cn2c(=S)[nH]c3cc(C(=O)N4CCN(c5ccccc5)CC4)ccc3c2=O)cc1,0.6,12.5,-0.1,-2.4
CC(=O)Nc1ccc(NC(=O)CCCCCCC(=O)Nc2ccc(NC(C)=O)cc2)cc1,0.5,-13.4,-0.1,-1.2
Cc1cc(/C=C2/NC(=O)NC2=O)c(C)n1-c1ccc2ccccc2c1,2.8,1.3,-0.1,8.0
O=S(=O)(c1ccccc1)N(CC(O)CN(C1CCCCC1)C1CCCCC1)c1ccccc1 (configuration not stated),0.7,2.8,-0.2,-5.2
COc1ccc(C(=O)Oc2c(OC)cccc2OC)cc1[N+](=O)[O-],-2.2,-8.4,0.2,-1.6
CCCC1=C(C(=O)OCC)C(c2ccccc2Cl)C(C#N)=C(N)O1 (configuration not stated),-0.4,3.4,-0.1,4.7
CCS/C(=C(\C#N)C(N)=O)c1ccc(-c2ccccc2)[nH]1,5.2*,-2.1,-0.2,6.9
C=CCN1CCN(C(c2ccc(OC)c(OC)c2)c2nnnn2CCOC)CC1 (configuration not stated),-0.3,5.8,-0.1,1.1
O=[N+]([O-])c1ccc(NC(=S)N2CCOCC2)cc1,-0.1,-7.0,0.0,3.4
CC(=O)c1cccc(NC(=O)c2ccco2)c1,-3.2,-11.1,0.0,-7.2

# Ordered by SMILES length (highest first): 21 of the compounds above.
SMILES,GPR151 activ,MITF primary,FBW7 act,TEAD-YAP block
CCOC(=O)C1=C(C)N=c2s/c(=C\c3cccc(OCc4cccc5ccccc45)c3)c(=O)n2C1c1cc(OC)ccc1OC (configuration not stated),1.6,6.2,0.1,0.8
O=C(NCCc1ccccc1)C1CCC(Cn2c(SCc3cc(=O)n4ccccc4n3)nc3ccccc3c2=O)CC1 (configuration not stated),0.4,-3.1,0.0,1.4
COc1ccc(Cn2c(=S)[nH]c3cc(C(=O)N4CCN(c5ccccc5)CC4)ccc3c2=O)cc1,0.6,12.5,-0.1,-2.4
COc1ccc(C(=O)NC(=S)Nc2ccc(NC(=O)c3ccco3)cc2)cc1[N+](=O)[O-],0.0,5.3,0.4,3.3
O=S(=O)(c1ccccc1)N(CC(O)CN(C1CCCCC1)C1CCCCC1)c1ccccc1 (configuration not stated),0.7,2.8,-0.2,-5.2
CC(=O)Nc1ccc(NC(=O)CCCCCCC(=O)Nc2ccc(NC(C)=O)cc2)cc1,0.5,-13.4,-0.1,-1.2
CCOC(=O)C1=C(O)/C(=C/c2ccc(OC)cc2)SC1=Nc1ccc(Cl)cc1,-0.3,-3.8,0.2,-5.8
CCn1c(=O)n(-c2ccccc2)c(=O)c2c3c(sc21)CN(C(C)=O)CC3,0.5,-0.1,0.7,2.5
O=C(c1ccoc1)N1CCC[C@@H]2CN(CCCc3ccccc3)CC[C@@H]21,-1.4,11.5,0.2,5.8
O=C(CCC1(Cc2cccs2)CCC(=O)N1)NCC1CCCN(c2ncccn2)C1 (configuration not stated),-1.9,0.1,0.1,7.6
Cc1cc(/C=C2/NC(=O)NC2=O)c(C)n1-c1ccc2ccccc2c1,2.8,1.3,-0.1,8.0
COc1ccc(C(=O)Oc2c(OC)cccc2OC)cc1[N+](=O)[O-],-2.2,-8.4,0.2,-1.6
CCCC1=C(C(=O)OCC)C(c2ccccc2Cl)C(C#N)=C(N)O1 (configuration not stated),-0.4,3.4,-0.1,4.7
CCS/C(=C(\C#N)C(N)=O)c1ccc(-c2ccccc2)[nH]1,5.2*,-2.1,-0.2,6.9
Cc1cccc(C)c1OCC(=O)NNC(=O)CSc1nc2ccccc2o1,1.2,-70.4,-0.2,6.7
OC1CCN(c2ccnc3c(-c4ccc(Cl)cc4)cnn23)CC1,-0.2,-16.1,-0.3,-50.4
O=C(Nc1ccc(C(=O)N2CCCC2)cc1)c1ccccc1F,-8.7,8.1,-0.1,19.6
O=[N+]([O-])c1ccc(NC(=S)N2CCOCC2)cc1,-0.1,-7.0,0.0,3.4
Cc1cc(NCCOc2ccccc2)nc(Nc2cnccn2)n1,0.5,-0.1,0.2,-10.3
Fc1ccccc1-n1nnnc1SCc1ccccc1Cl,-0.3,14.1,0.8,-5.2
CCc1cccc(CC)c1NC(N)=S,1.5,-1.5,-0.1,4.0

# Compound activity (PubChem)

# The order is random; 3.4% or so of the library scored in one or more.
